High-throughput results from PubChem.
KOR beta-arrestin-1 – kappa opioid receptor blockers – cell-based, luminescence, uHTS (AID 1778) | KOR beta-arrestin recruitment, luminescence, antagonist mode; higher % means a stronger effect | inhibition, % at 10 µM, or IC50 in µM where a hit was titrated | actives 0.091% (n = 290,000); also: strong numbers were not always called active
NOD1 NF-kB reporter – NOD1 signaling inhibitors, primary screen, cell-based, luminescence, uHTS (AID 1578). NOD1-driven NF-kB luciferase reporter cells, luminescence; higher % means a stronger effect. inhibition, % at 4 µM; hits with a dose series show EC50 in µM. actives 1% (n = 290,000); in the data active = inhibition mostly above about 36%, no sharp cut-off; inactive = mostly below about 34%;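 also: HEK-293T reporter cells stimulated with the NOD1 agonist gamma-tri-DAP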
NTR1 agonist – NTR1-driven beta-arrestin-GFP spot formation – imaging, U2OS cells, high content, primary screen (AID 493036); activation, % at 20 µM; actives 0.17% (n = 330,000); agonist mode; P30989;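 active = activation at or above 40% of the spot to cytoplasm intensity ratio, with at least 20 cells analyzed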;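 also: 0% = DMSO without peptide and 100% = 100 nM NTR1 peptide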
Target sequence (P30989 whole entry, looked up): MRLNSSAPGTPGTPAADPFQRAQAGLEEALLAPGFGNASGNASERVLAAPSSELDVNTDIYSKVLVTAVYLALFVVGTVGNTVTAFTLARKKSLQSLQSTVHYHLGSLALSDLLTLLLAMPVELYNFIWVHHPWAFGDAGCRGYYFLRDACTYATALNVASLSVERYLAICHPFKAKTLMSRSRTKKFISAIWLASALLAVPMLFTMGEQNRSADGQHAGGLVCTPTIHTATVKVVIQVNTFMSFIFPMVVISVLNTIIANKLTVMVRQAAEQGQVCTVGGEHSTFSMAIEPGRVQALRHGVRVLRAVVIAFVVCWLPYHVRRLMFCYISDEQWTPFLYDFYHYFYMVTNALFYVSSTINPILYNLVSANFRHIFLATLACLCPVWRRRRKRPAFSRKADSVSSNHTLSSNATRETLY
NOD2 inhibition – NOD2 signaling inhibitors, cell-based, luminescence, uHTS, HEK293 (AID 1566); HEK293 NOD2/NF-kB luciferase reporter, luminescence; higher % means a stronger effect; inhibition, % at 4 µM, or EC50 in µM where a hit was titrated; actives 0.63% (n = 290,000); also: many of its hits are not listed in these tables
T cell HTS – modulates CD8 T cell binding to vesicles | actives 0.068% (n = 330,000) | 2C CD8+ T cell-vesicle binding, flow cytometry; active compounds read low | calls only at 7 µM;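 active = response, share of CD8 T cells binding vesicles, and their 90th percentile fluorescence all below set limits, cut at about 80% in these data, passing the limit was not always enough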
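Assay system – 2C mouse CD8+ T cells · Also added – QL9-loaded Drosophila micro-vesicles · Timing – Cell–vesicle co-incubation 1.5 h at 37 °C, staining 20 min on ice · Signal – flow cytometry of vesicle-bound cells · Measure – percent CD8+ FL2 mean versus row control · Controls – Peptide-free naked vesicles (low) and QL9 vesicles with 0.7% DMSO vehicle (high)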
KOR beta-arrestin-2 – kappa opioid receptor activators – cell-based, luminescence, uHTS, primary screen (AID 1777). activation, % at 10 µM; hits with a dose series show EC50 in µM. actives 0.02% (n = 280,000). KOR beta-arrestin recruitment, luminescence; higher % means a stronger effect; in the data active = activation above about 50%, passing the limit was not always enough; also: a part of the inactive calls stands beside numbers as strong as those of hits
Myeloid diff MLP – myeloid differentiation induction; calls only at 10 µM; actives 1% (n = 360,000); ER-HoxA9 myeloid progenitors, lysozyme-GFP differentiation, flow cytometry; AID 624256;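 active = normalized GFP-positive differentiation at or above the plate's own cutoff, the solvent-only control mean plus 3 SD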;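 also: cells exposed to compound for four days before flow analysis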
GPR55 antagonists – GPR55 antagonists blocking LPI-driven arrestin recruitment, primary screen, imaging, U2OS, beta-arrestin-GFP, LPI agonist (AID 2013) | actives 0.13% (n = 290,000) | inhibition, % at 10 µM; hits with a dose series show IC50 in µM | U2OS GPR55 beta-arrestin-GFP translocation imaging, LPI antagonism; higher % means a stronger effect;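 active = spots per cell inhibited over 60%, with over 100 cells counted and total cytoplasm intensity under 500,000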;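 also: U2OS cells stably carrying GPR55 and arrestin-GFP stimulated by 5 µM LPI near EC80; imaged beta-arrestin-GFP aggregate spots per cell after agonist stimulation; plate controls were LPI-stimulated DMSO wells for no effect and DMSO wells without LPI for full effect; some results filed as inactive read as strong as hits; confirmed hits need IC50 under 10 µM and bright autofluorescent wells are also inconclusive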
GPR55 beta-arrestin – GPR55 agonists via beta-arrestin recruitment, primary screen, imaging, U2OS cells, beta-arrestin-GFP redistribution (AID 1961); U2OS GPR55 beta-arrestin-GFP redistribution imaging; higher % means a stronger effect; activation, % at 10 µM; hits with a dose series show EC50 in µM; actives 0.048% (n = 290,000);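 active = activation above 40% with more than 50 cells counted in the well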;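 also: U2OS osteosarcoma cells stably expressing GPR55 and beta-arrestin-GFP; plate controls were DMSO negative control for no effect and LPI positive control for full effect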
T cell HTS vesicle-bound % – second read-out of T cell HTS, no call of its own (marks repeat the call); double positive events, %; measured here: CD8+ vesicle-bound cell fraction;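 binding gate set so that unloaded-vesicle control wells show 10% double positive cells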
NTR1 agonist cell count 20 µM – further read-out of NTR1 agonist, marked with its call; cell count; measured here: cell count, cytotoxicity flag
Myeloid diff MLP GFP+ MAC1+ % – also measured in Myeloid diff MLP; calls as there; GFP+ MAC1+ double positive, %; measured here: differentiation confirmed by MAC1 staining
* hit, by the source's call; i = inactive; nt = no result given; [ ] = dose if it differs, or a comment. Rule as the data show it, unless noted: active = inhibition above about 50%; inactive = the rest. A portion of the library; the hit share may differ from the screen's.

SMILES	KOR beta-arrestin-1	NOD1 NF-kB reporter	NTR1 agonist	NTR1 agonist cell count 20 µM	NOD2 inhibition	T cell HTS	T cell HTS vesicle-bound %	KOR beta-arrestin-2	Myeloid diff MLP	Myeloid diff MLP GFP+ MAC1+ %	GPR55 antagonists	GPR55 beta-arrestin
O=C1OCCC1Sc1nnc(-c2ccccc2Br)n1Cc1ccccc1 (configuration not stated)	-20%	-24%	11	60	2%	i	39	1.0%	i	0.8	20%	-0.1%
CC(C)(C)Nc1nc(Cl)nc(N(C#N)CN2C(=O)c3ccccc3S2(=O)=O)n1	-20%[20 µM]	-26%	13	49	-7%	i	29	nt	i	0.2	5%	0.1%
Cc1ccc(C(=O)COC(=O)CCc2ccc(S(=O)(=O)N3CCCCC3)cc2)cc1	-17%	-20%	7.7	71	8%	i	53	-1.1%	i	0.8	10%	-0.2%
N#CC1(P(=O)(c2ccccc2)c2ccccc2)CCCC1	-44%	31%	0.6	59	-15%	i	21	3.6%	i	0.4	-5%	-0.1%
O=C(c1ccco1)N1CCN(C/C=C/c2ccccc2)CC1	-13%	-14%	1.0	58	8%	i	0	7.8%	i	0.5	-2%	-0.2%
CC(NC(=O)c1cn(C)c2ccc(S(=O)(=O)N3CCCC3)cc2c1=O)c1ccc2c(c1)OCCO2 (configuration not stated)	-4%	2%	4.6	66	-3%	i	21	-0.2%	i	1.2	-1%	-0.1%
O=C(COc1cccnc1[N+](=O)[O-])Nc1ccc2c(c1)OC(F)(F)O2	16%	-17%	-0.2	51	5%	i	17	5.8%	i	0.5	-10%	0.1%
O=C(Cc1cccc2ccccc12)NNC(=O)Nc1cccc(Cl)c1	2%	-28%	6.0	77	-47%	i	51	3.7%	i	2.0	-5%	0.2%
CC1=CC(=C(C#N)c2nc3ccccc3s2)C=C(C)N1CC1CCCO1 (configuration not stated)	-45%	-58%	26	67	-23%	i	54	6.1%	i	0.2	10%	0.5%
CC(=O)Nc1ccc(S(=O)(=O)NC(CC(=O)N(C)Cc2ccccc2)C(C)C)cc1 (configuration not stated)	-11%	-18%	-0.2	54	9%	i	48	1.9%	i	0.5	18%	0.0%
CN(C)C(=O)N1CCC(C(=O)NCc2ccc(F)cc2Cl)CC1	27%	-27%	0.5	41	2%	i	51	-1.9%	i	1.1	5%	-0.2%
COc1ccc(-n2c(C)cc(C(=O)CN3C(=O)C(=O)N(Cc4ccccc4)C3=O)c2C)cc1	23%	-16%	-0.6	38	-29%	i	28	-7.3%	i	0.5	4%	0.2%
COc1cc(C(=O)NC(C)CCn2cccn2)ccc1OC1CCN(C(C)=O)CC1 (configuration not stated)	4%	-38%	-0.7	58	1%	i	22	0.8%	i	6.1	14%	-0.1%
Cc1ccc(S(=O)(=O)/N=C(\N)c2ccc(Cl)cc2)cc1	-20%	-9%	nt	nt	3%	i	38	2.0%	i	0.9	4%	0.3%
CC(C)c1ccc(NC2CCCN(C(=O)CSc3nncn3C)C2)cc1 (configuration not stated)	-27%	-16%	-1.0	64	-4%	i	14	4.4%	i	3.9	10%	-0.2%
CSCCC(=O)N1CCC(CCC(=O)NC2CC2)CC1	8%	0%	-0.2	64	12%	i	17	-2.6%	i	3.2	20%	0.4%
Cc1cc(C)cc(OCCNC(=O)C(C)N2C(=O)c3ccccc3C2=O)c1 (configuration not stated)	40%	-26%	0.1	36	1%	i	30	-2.8%	i	0.1	-13%	-0.5%
COc1ccc(OC)c(NC(=O)c2cccc(N3C(=O)C4C5CCC(C5)C4C3=O)c2)c1 (configuration not stated)	-40%	-4%	1.3	67	18%	i	10	13%	i	0.7	-1%	-0.1%
CC(C)c1nc(SCC(=O)Nc2ccc3c(c2)OCO3)n[nH]1	12%	6%	-0.3	53	0%	i	59	nt	i	1.0	-11%	0.5%
CCc1ccc2c(COC(=O)CNS(=O)(=O)c3ccc(NC(C)=O)cc3)cc(=O)oc2c1	19%	-73%	0.9	70	8%	i	36	-1.4%	i	0.6	7%	-0.3%

Single records (already shown). Order of values: KOR beta-arrestin-1 | NOD1 NF-kB reporter | NTR1 agonist | NTR1 agonist cell count 20 µM | NOD2 inhibition | T cell HTS | T cell HTS vesicle-bound % | KOR beta-arrestin-2 | Myeloid diff MLP | Myeloid diff MLP GFP+ MAC1+ % | GPR55 antagonists | GPR55 beta-arrestin
Cc1ccc(C(=O)COC(=O)CCc2ccc(S(=O)(=O)N3CCCCC3)cc2)cc1 is listed with -17% | -20% | 7.7 | 71 | 8% | i | 53 | -1.1% | i | 0.8 | 10% | -0.2%
CN(C)C(=O)N1CCC(C(=O)NCc2ccc(F)cc2Cl)CC1 is listed with 27% | -27% | 0.5 | 41 | 2% | i | 51 | -1.9% | i | 1.1 | 5% | -0.2%
N#CC1(P(=O)(c2ccccc2)c2ccccc2)CCCC1 is listed with -44% | 31% | 0.6 | 59 | -15% | i | 21 | 3.6% | i | 0.4 | -5% | -0.1%
O=C(COc1cccnc1[N+](=O)[O-])Nc1ccc2c(c1)OC(F)(F)O2 is listed with 16% | -17% | -0.2 | 51 | 5% | i | 17 | 5.8% | i | 0.5 | -10% | 0.1%

Remaining list, next part
SMILES	KOR beta-arrestin-1	NOD1 NF-kB reporter	NTR1 agonist	NTR1 agonist cell count 20 µM	NOD2 inhibition	T cell HTS	T cell HTS vesicle-bound %	KOR beta-arrestin-2	Myeloid diff MLP	Myeloid diff MLP GFP+ MAC1+ %	GPR55 antagonists	GPR55 beta-arrestin
COC(=O)c1c(NC(=O)c2ccccc2OC)sc(C(=O)N2CCOCC2)c1C	-26%	9%	0.6	46	24%	i	33	-3.5%	i	1.1	14%	1.2%
Cc1ccc(S(=O)(=O)Nc2cc(C(=O)NCCN(C)C)ccc2N2CCCCC2)cc1	-7%	-41%	-0.3	37	-4%	i	27	-2.5%	i	1.9	5%	-0.2%
O=C(Cn1cc(C(=O)C2CC2)c2ccccc21)Nc1ccc(F)cc1	20%	-12%	1.9	37	24%	i	31	-4.4%	i	1.0	-6%	0.1%
COc1ccc2[nH]c3c(=O)n(Cc4ccc(C(=O)N5CCC(C(N)=O)CC5)cc4)c(=S)[nH]c3c2c1	-16%	-40%	-0.5	46	-10%	i	46	-1.8%	i	0.5	-7%	0.1%
CCn1c(-c2ccc(-c3ccccc3)cc2)c[nH]c1=S	-14%	10%	1.4	52	-9%	i	56	-2.3%	i	0.9	2%	-0.1%
NC(=O)CCN1CCN(Cc2nc(C(c3ccccc3)c3ccccc3)no2)CC1	12%	-18%	-2.3	31	0%	i	50	-5.7%	i	0.1	-10%	0.6%
CCOc1ccc(CNC(=O)C2Cc3cc(S(=O)(=O)N4CCCCC4)ccc3N2C(C)=O)cc1 (configuration not stated)	-4%	0%	-1.0	47	9%	i	60	-2.1%	i	1.7	0%	0.0%
OCCC1CN(Cc2cccc3c2OCO3)CCN1C1CCCCC1 (configuration not stated)	-15%	-23%	-0.8	82	-3%	i	57	-5.1%	i	0.1	3%	0.3%
COc1ccc(NC(=O)CN(C)C2CCCCC2)cc1Cl	-5%	-10%	0.6	76	0%	i	42	-0.5%	i	0.2	4%	0.2%
O=C(Nc1ccc(F)c([N+](=O)[O-])c1)C(=O)c1c(O)[nH]c2ccccc12	-25%	-37%	-0.4	32	6%	i	39	-1.4%	i	0.3	6%	0.3%
CCc1nnc(NC(=O)CSc2ncnc3c2oc2ccccc23)s1	-5%	-20%	3.4	58	16%	i	20	0.2%	i	2.8	-12%	-0.1%
CCN(CC(=O)NCCc1ccc(S(N)(=O)=O)cc1)Cc1nc2cc(OC)c(OC)cc2c(=O)[nH]1	-72%	27%	2.2	35	-1%	i	44	4.8%	i	0.6	44%	0.2%
COC(=O)c1ccsc1NC(=O)c1ccc(Cl)s1	28%	-1%	0.8	51	8%	i	50	-3.9%	i	2.7	6%	0.6%
O=C(CC(n1cncn1)C(Cl)(Cl)Cl)c1ccc([N+](=O)[O-])cc1 (configuration not stated)	31%	-1%	5.4	70	-4%	i	20	-3.1%	i	0.2	1%	-0.1%
O=C1c2ccccc2C(=Nc2ccccc2)C1c1cccc(Br)c1 (configuration not stated)	-13%	2%	9.0	56	4%	i	53	6.2%	i	0.5	12%	-0.1%
COc1ccc(C)cc1NC(=O)c1cc2c(CO)cnc(C)c2oc1=N	12%	-24%	5.5	53	16%	i	41	-1.2%	i	1.7	-2%	0.3%
Cc1ccc(COc2ccsc2C(=O)NNC(N)=S)cc1	36%	-29%	-0.4	54	-11%	i	43	-5.8%	i	0.4	11%	0.2%
NNc1nc2cc3c(cc2s1)OCCO3	-12%	-14%	0.0	64	-8%	i	39	-1.8%	i	0.5	-8%	-0.2%
CC(=O)N(c1ccccc1)c1nnc(-c2cnc(C)cn2)s1	-27%[20 µM]	-39%	-0.7	78	-92%	i	55	nt	i	0.4	-3%	-0.1%
Cc1ccc(C(=O)C=CNNC(=O)c2ccccc2)cc1	-6%[20 µM]	-31%	0.4	65	-11%	i	55	-8.0%	i	0.6	-3%	-0.3%
Cc1ccc(C(=O)NC(=S)Nc2nc(-c3cccc([N+](=O)[O-])c3)cs2)c(Cl)c1	-4%	-22%	5.6	47	-9%	i	26	-7.7%	i	1.1	18%	0.1%
Cc1nc(NC(=O)C23CC4CC(CC(C4)C2)C3)sc1Cc1ccc2c(c1)OCO2	-8%	-27%	8.5	45	-24%	i	60	-2.2%	i	1.5	5%	-0.3%
O=C(c1ccc2c(c1)OCCO2)N(c1ccccn1)C1CCCCC1	15%	-3%	3.2	54	-1%	i	35	-2.4%	i	0.4	-9%	0.6%
Cc1ccc(S(=O)(=O)Nc2cc(C)on2)cc1	-38%	-15%	1.5	52	-7%	i	25	4.2%	i	0.3	1%	0.4%
CCCCCCCc1nc2c(=O)n(C)c3ccccc3c2o1	-14%	-19%	9.7	79	-3%	i	23	-2.1%	i	0.9	40%	0.3%
CCc1nc2sc(C(=O)O)c(N)c2c2c1CCCC2	2%	-10%	0.6	61	1%	i	29	2.6%	i	0.3	9%	-0.2%
Cc1[nH]n(-c2ccccc2)c(=O)c1/C=N/n1c(C)nc2ccccc2c1=O	-39%	-17%	-1.6	74	3%	i	30	9.3%	i	0.2	18%	0.2%
O=C(NCc1ccco1)c1sc2cc(F)ccc2c1Cl	-32%	-42%	0.8	44	13%	i	8	-2.2%	i	0.9	0%	-0.3%
O=C(COc1ccc2c3c(c(=O)oc2c1)CCC3)NCC1CCC(C(=O)O)CC1 (configuration not stated)	-39%	-29%	-1.3	57	6%	i	8	-4.5%	i	5.7	2%	-0.1%
CC1(OC(=O)C2CCCC2)C(=O)C=C2C=C(c3ccsc3)N(C(CO)CO)C=C2C1=O (configuration not stated)	27%	-2%	3.3	77	24%	i	48	2.1%	i	2.1	-2%	-0.1%
